GPR151 activ: activators of human GPR151, primary screen, cell-based, PathHunter beta-arrestin, luminescence. G-protein coupled receptor 151 (Homo sapiens), Q8TDV0. PathHunter beta-arrestin GPR151 cells. activation, % at 11.2 µM. hit rate 1% among 650,000. AID 1508602, 2020; in the data active = activation above about 4.9%;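 note: 0% = median of compound wells and 100% = cells with positive control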
Target sequence (Q8TDV0 whole entry, looked up): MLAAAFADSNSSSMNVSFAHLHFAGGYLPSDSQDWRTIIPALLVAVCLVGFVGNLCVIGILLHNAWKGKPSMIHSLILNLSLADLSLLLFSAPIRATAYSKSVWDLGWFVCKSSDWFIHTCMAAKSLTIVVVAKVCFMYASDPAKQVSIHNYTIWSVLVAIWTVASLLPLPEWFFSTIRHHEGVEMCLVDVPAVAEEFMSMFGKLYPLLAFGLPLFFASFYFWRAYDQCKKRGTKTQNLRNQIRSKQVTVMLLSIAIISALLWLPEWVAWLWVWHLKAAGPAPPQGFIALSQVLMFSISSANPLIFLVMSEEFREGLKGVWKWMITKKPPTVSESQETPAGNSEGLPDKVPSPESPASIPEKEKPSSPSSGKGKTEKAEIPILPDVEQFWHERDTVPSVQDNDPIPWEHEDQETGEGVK
MITF primary: MITF inhibitors, primary screen, biochemical, AlphaScreen, human; Microphthalmia-associated transcription factor (Homo sapiens), O75030; AlphaScreen MITF homodimerization, bead proximity signal; inhibition, % at 2.6 µM; hit rate 0.91% among 650,000; AID 1259374, 2018; in the data active = inhibition above about 50%;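 note: 0% = vehicle wells with protein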
FBW7 activator: FBW7 E3 ligase activators, primary screen, biochemical, AlphaScreen, human | normalized activity (activation), % at 26.1 µM | hit rate 0.13% among 650,000 | F-box/WD repeat-containing protein 7 (Homo sapiens), Q969H0 | AID 1259310, 2017 | AlphaScreen FBW7–phospho-cyclin E peptide binding, activator screen; in the data active = normalized activity above about 1.9%;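 note: purified mutant Fbw7 with reduced substrate affinity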
Target sequence (Q969H0 whole entry, looked up): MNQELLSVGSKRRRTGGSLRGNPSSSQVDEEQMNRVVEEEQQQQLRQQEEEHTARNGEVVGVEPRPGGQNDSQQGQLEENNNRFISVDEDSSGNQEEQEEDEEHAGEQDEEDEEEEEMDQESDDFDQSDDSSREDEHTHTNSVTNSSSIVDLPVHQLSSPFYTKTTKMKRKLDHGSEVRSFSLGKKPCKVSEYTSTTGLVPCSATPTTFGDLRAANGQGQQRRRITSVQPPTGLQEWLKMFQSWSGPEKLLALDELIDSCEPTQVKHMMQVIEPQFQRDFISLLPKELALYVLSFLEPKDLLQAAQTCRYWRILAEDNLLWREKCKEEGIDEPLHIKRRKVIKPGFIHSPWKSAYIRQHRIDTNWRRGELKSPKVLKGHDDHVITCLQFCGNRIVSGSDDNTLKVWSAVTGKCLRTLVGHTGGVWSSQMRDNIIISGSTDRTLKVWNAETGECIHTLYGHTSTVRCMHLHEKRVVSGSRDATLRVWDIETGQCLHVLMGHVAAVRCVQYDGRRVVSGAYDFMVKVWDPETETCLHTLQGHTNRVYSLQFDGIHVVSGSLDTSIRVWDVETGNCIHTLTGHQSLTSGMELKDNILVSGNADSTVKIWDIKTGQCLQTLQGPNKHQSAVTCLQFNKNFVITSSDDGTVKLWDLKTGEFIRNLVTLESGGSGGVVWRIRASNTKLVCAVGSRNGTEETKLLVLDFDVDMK
TEAD-YAP block: TEAD-YAP interaction inhibition, primary screen, TEAD-YAP interaction inhibitor project, luminescence, HEK-TIYL cells; TEAD-Gal4/YAP UAS-luciferase luminescence; inhibition, % at 9.12 µM; hit rate 1.4% among 640,000; AID 1259422, 2018; in the data active = inhibition above about 32%;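 note: 0% = median of test compound wells and 100% = reference inhibitor wells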
Active calls of the source: *; & = joins results of further samples. Random draw from the library; 3.5% or so of the library scored in one or more.

What do the screens show for `O=[N+]([O-])c1cc(Cl)c(Sc2nc3ccccc3s2)c(Cl)c1`?
GPR151 activ: -0.5; MITF primary: 35; FBW7 activator: 0.7; TEAD-YAP block: 49*

What do the screens show for `CC(=O)c1ccc(OCC(=O)NCC2Cc3c(F)ccc(-c4ccncc4)c3O2)cc1` (centres undefined)?
GPR151 activ: 3.6; MITF primary: 0; FBW7 activator: 0.2; TEAD-YAP block: 33*

How did CCOc1ccc(NC(=O)CSC2=C(C#N)C(c3ccccc3[N+](=O)[O-])CC(=O)N2)cc1 (centres undefined) do in these assays?
GPR151 activ: -0.1; MITF primary: 11; FBW7 activator: 0.1; TEAD-YAP block: -3

What do the screens show for `COc1ccc(S(=O)(=O)NCC(c2ccsc2)N2CCCC2)cc1F` (centres undefined)?
GPR151 activ: -1.9; MITF primary: -3; FBW7 activator: 0.0; TEAD-YAP block: 9

How did COc1ccc(Cl)cc1NC(=O)c1cnn(-c2ccc(F)cc2)c1C1CCNCC1 do in these assays?
GPR151 activ: 1.4; MITF primary: 7; FBW7 activator: -0.2; TEAD-YAP block: -4

Results for O=C(Nc1cc(C(F)(F)F)ccc1Cl)C1C2CC3OC(=O)C1C3C2 (centres undefined) ?
GPR151 activ: -1.9; MITF primary: 4; FBW7 activator: 0.1; TEAD-YAP block: -1

How did OC1(c2ccccc2F)CCN(Cc2nnnn2Cc2ccco2)CC1 do in these assays?
GPR151 activ: 1.0; MITF primary: 15; FBW7 activator: 0.2; TEAD-YAP block: 8

How did COc1ccc(S(=O)(=O)NCc2nc(-c3cccnc3)n[nH]2)cc1 do in these assays?
GPR151 activ: -0.1; MITF primary: 3; FBW7 activator: 0.1; TEAD-YAP block: 0

How did COc1ccc2ccccc2c1-c1cc(C(=O)N/N=C/c2ccccn2)[nH]n1 do in these assays?
GPR151 activ: -0.3; MITF primary: 10; FBW7 activator: -0.1; TEAD-YAP block: 4

Results for CC(=C\C(=O)O)/C(=C/c1ccncc1)C(=O)O ?
GPR151 activ: -0.8; MITF primary: -9; FBW7 activator: -0.1; TEAD-YAP block: -6

What do the screens show for `CC(=O)c1cccc(N(CC(=O)Nc2ccc(CC#N)cc2)S(C)(=O)=O)c1`?
GPR151 activ: 1.7; MITF primary: 2; FBW7 activator: -0.6; TEAD-YAP block: 11

How did Cc1cc(NC(=O)CSc2nc3ccccc3n2CC(=O)NC2CCCCC2)no1 do in these assays?
GPR151 activ: -0.3; MITF primary: -5; FBW7 activator: -0.1; TEAD-YAP block: -3

Results for Cc1sc2[nH]c(=S)[nH]c(=O)c2c1C ?
GPR151 activ: -1.3; MITF primary: -3; FBW7 activator: 0.0; TEAD-YAP block: 1

What do the screens show for `CC(Nc1nc(F)cc(F)n1)C(=O)O` (centres undefined)?
GPR151 activ: -0.5; MITF primary: -5; FBW7 activator: -0.1; TEAD-YAP block: 0

What do the screens show for `CC(=O)Nc1ccc(NC(NC(=O)c2cccs2)C(=O)c2ccc(C)cc2)cc1` (centres undefined)?
GPR151 activ: 1.6; MITF primary: 0; FBW7 activator: -0.1; TEAD-YAP block: -6

Results for CCCN(c1ccc(C(C)C)cc1)S(=O)(=O)c1cc(Br)cnc1N ?
GPR151 activ: -1.1; MITF primary: 0; FBW7 activator: 0.0; TEAD-YAP block: -2

How did O=c1c2sccc2nc(SCc2ccc(Cl)cc2)n1-c1ccccc1 do in these assays?
GPR151 activ: -1.6; MITF primary: 2; FBW7 activator: 0.6; TEAD-YAP block: -1

Results for Cc1ccc(Nc2nc(C)cc(C)n2)c(C(=O)O)c1 ?
GPR151 activ: -0.3; MITF primary: -9; FBW7 activator: -0.4; TEAD-YAP block: 2

What do the screens show for `CCCn1c(SCC(=O)NCC(C)C)nnc1-c1cccnc1`?
GPR151 activ: 0.9; MITF primary: 25; FBW7 activator: 0.1; TEAD-YAP block: 2

What do the screens show for `CC(C)NC(=O)CSc1ncnc2c1cnn2-c1ccc(Cl)cc1`?
GPR151 activ: -0.4; MITF primary: -7; FBW7 activator: -0.2; TEAD-YAP block: -1

Results for COc1ccccc1C(=O)Nc1nn2c(-c3ccc(C)cc3)nnc2s1 ?
GPR151 activ: -1.1; MITF primary: -3; FBW7 activator: -0.1; TEAD-YAP block: -8

How did Cc1ccc2c(c1)C(O)(CC(=O)c1cccc([N+](=O)[O-])c1)C(=O)N2 (centres undefined) do in these assays?
GPR151 activ: 1.6; MITF primary: 5; FBW7 activator: 0.2; TEAD-YAP block: 2

Results for CN(C)c1ccc(NC2CC(=O)NC2=O)cc1 (centres undefined) ?
GPR151 activ: 1.1; MITF primary: 17; FBW7 activator: -0.1; TEAD-YAP block: 7

Results for CC1CN(S(=O)(=O)c2cccc(Cl)c2)CC(C)O1 (centres undefined) ?
GPR151 activ: -0.2; MITF primary: 0; FBW7 activator: 0.7; TEAD-YAP block: -4

Ordered by formula weight (rising): some entries from above
Results for Cc1sc2[nH]c(=S)[nH]c(=O)c2c1C ?
GPR151 activ: -1.3; MITF primary: -3; FBW7 activator: 0.0; TEAD-YAP block: 1

How did Cc1ccc2c(c1)C(O)(CC(=O)c1cccc([N+](=O)[O-])c1)C(=O)N2 (centres undefined) do in these assays?
GPR151 activ: 1.6; MITF primary: 5; FBW7 activator: 0.2; TEAD-YAP block: 2

How did O=c1c2sccc2nc(SCc2ccc(Cl)cc2)n1-c1ccccc1 do in these assays?
GPR151 activ: -1.6; MITF primary: 2; FBW7 activator: 0.6; TEAD-YAP block: -1

What do the screens show for `CC(=O)Nc1ccc(NC(NC(=O)c2cccs2)C(=O)c2ccc(C)cc2)cc1` (centres undefined)?
GPR151 activ: 1.6; MITF primary: 0; FBW7 activator: -0.1; TEAD-YAP block: -6

Next part
What do the screens show for `O=C(CN1CCCCC1)N/N=C/c1ccco1`?
GPR151 activ: -0.6; MITF primary: 11; FBW7 activator: 0.8; TEAD-YAP block: -11

Results for c1ccc(CSc2nc3ncccc3[nH]2)cc1 ?
GPR151 activ: -4.1; MITF primary: 11; FBW7 activator: 0.3; TEAD-YAP block: -42

How did O=S(=O)(N/N=C/c1ccc[nH]1)c1ccccc1 do in these assays?
GPR151 activ: 0.5; MITF primary: 19; FBW7 activator: 0.5; TEAD-YAP block: -10

How did COc1ccc(N2C(=O)CC(N3CCC(O)(c4ccc(Br)cc4)CC3)C2=O)cc1 (centres undefined) do in these assays?
GPR151 activ: -0.9; MITF primary: 2; FBW7 activator: -0.1; TEAD-YAP block: -7

How did CCOc1ccc([C@@H]2[C@@H](C(=O)C34CC5CC(CC(C5)C3)C4)N3c4ccccc4C=C[C@@H]3C2(C#N)C#N)cc1 do in these assays?
GPR151 activ: 0.4; MITF primary: 1; FBW7 activator: 0.0; TEAD-YAP block: 1

Results for COc1cc(C2N(c3cc(C)on3)C(=O)C3CCCN32)cc(OC)c1OC (centres undefined) ?
GPR151 activ: -1.0; MITF primary: -2; FBW7 activator: 0.6; TEAD-YAP block: 6

What do the screens show for `NS(=O)(=O)c1ccc(CCNC(=O)c2ccccc2I)cc1`?
GPR151 activ: 0.1; MITF primary: 14; FBW7 activator: 0.8; TEAD-YAP block: 3

Results for Cc1ccc(C(=O)NC(=S)NNC(=O)COc2ccccc2C)cc1 ?
GPR151 activ: -1.0; MITF primary: -14; FBW7 activator: -0.2; TEAD-YAP block: -16

How did O=C1C(=O)N(C2CCCC2)C(=O)N1Cc1c(F)cccc1Cl do in these assays?
GPR151 activ: -0.3; MITF primary: -9; FBW7 activator: 0.1; TEAD-YAP block: -20

How did O=C(O)COc1ccccc1/C=N/NC(=O)COc1ccccc1Cl do in these assays?
GPR151 activ: 0.3; MITF primary: -2; FBW7 activator: -0.2; TEAD-YAP block: -4

Results for CCN(CC)c1ccc(NS(=O)(=O)c2cccc3nsnc23)c(C)c1 ?
GPR151 activ: 4.7; MITF primary: 8; FBW7 activator: -0.3; TEAD-YAP block: -4

Results for CCOC(=O)c1c(-c2ccccc2)c2cc(Br)ccc2[nH]c1=O ?
GPR151 activ: 2.3; MITF primary: 4; FBW7 activator: 0.1; TEAD-YAP block: 11

Results for O=C(Cn1cc(S(=O)(=O)Cc2ccccc2)c2ccccc21)Nc1ccon1 ?
GPR151 activ: -0.9; MITF primary: 0; FBW7 activator: -0.1; TEAD-YAP block: -4

Results for CC(=O)N1CCc2c(sc3c2c(=O)n(-c2ccccc2Cl)c(=O)n3CC(C)C)C1 ?
GPR151 activ: -0.7; MITF primary: -5; FBW7 activator: 0.0; TEAD-YAP block: -5

Results for CCCN(CCC)S(=O)(=O)c1ccc(C(=O)O)cc1 ?
GPR151 activ: 1.9&-1.0&-2.5; MITF primary: -12&-10&5; FBW7 activator: -0.1&0.0&0.1; TEAD-YAP block: 9

How did O=C(Nc1ccc(Cl)cc1)Nc1nc2ccccc2s1 do in these assays?
GPR151 activ: -0.3; MITF primary: -4; FBW7 activator: 0.1; TEAD-YAP block: -53

What do the screens show for `COc1ccccc1/C=C1\SC(=S)N(C(C)C(=O)O)C1=O` (centres undefined)?
GPR151 activ: -0.6; MITF primary: -7; FBW7 activator: 0.0; TEAD-YAP block: 3

How did Cc1ccc(-c2nnc(Nc3ccc(S(N)(=O)=O)cc3)c3ccccc23)cc1S(=O)(=O)NCCO do in these assays?
GPR151 activ: 0.7; MITF primary: 13; FBW7 activator: 0.2; TEAD-YAP block: 3

What do the screens show for `COC(=O)Cc1nc(Nc2ccc(Oc3ccccc3)cc2)c2c(C)c(C)sc2n1`?
GPR151 activ: 0.5; MITF primary: 11; FBW7 activator: 0.0; TEAD-YAP block: 12

What do the screens show for `O=c1/c(=C/c2cc3c(cc2Cl)OCO3)sc2nc3ccccc3n12`?
GPR151 activ: 0.0; MITF primary: -3; FBW7 activator: 0.2; TEAD-YAP block: -10

How did CC1CCc2nc(NC(=O)CSc3ncccn3)sc2C1 (centres undefined) do in these assays?
GPR151 activ: 1.1; MITF primary: 3; FBW7 activator: 0.0; TEAD-YAP block: -3

Results for c1cncc(-c2ccc(Oc3ccccc3N3CCOCC3)nc2)c1 ?
GPR151 activ: -0.3; MITF primary: -3; FBW7 activator: 0.1; TEAD-YAP block: -6

Results for O=C(c1ccc(OC2CSC2)cc1)N1CCn2c(CO)nnc2C1 ?
GPR151 activ: -1.0; MITF primary: -6; FBW7 activator: 0.0; TEAD-YAP block: -9

How did COc1ccccc1-n1c(CNC(=O)c2cccs2)nnc1SCC(=O)Nc1nnc(C)s1 do in these assays?
GPR151 activ: 1.1; MITF primary: -11; FBW7 activator: -0.1; TEAD-YAP block: -7

How did CC(=O)c1cccc(NC(=O)c2cnn(-c3ccccc3)c2-n2cccc2)c1 do in these assays?
GPR151 activ: -1.3; MITF primary: 3; FBW7 activator: 0.0; TEAD-YAP block: 6

What do the screens show for `CCOC(=O)c1c(-c2ccccc2)oc2ccc(OCc3ccc(C(=O)OC)cc3)cc12`?
GPR151 activ: 12*; MITF primary: -3; FBW7 activator: 0.0; TEAD-YAP block: -2

What do the screens show for `O=C(CO/N=C1\CCCc2nonc21)Nc1ccccc1Cl`?
GPR151 activ: -0.4; MITF primary: -18; FBW7 activator: -0.1; TEAD-YAP block: 7

How did O=C(NCc1ccccc1)/C(=C/c1cn(-c2ccccc2)nc1-c1ccc(F)cc1)NC(=O)c1ccc(Br)cc1 do in these assays?
GPR151 activ: -1.9; MITF primary: 2; FBW7 activator: 0.0; TEAD-YAP block: 8

Results for COc1cc(NC(=S)NC(=O)c2ccccc2[N+](=O)[O-])ccc1NC(=O)c1ccco1 ?
GPR151 activ: -1.3; MITF primary: 0; FBW7 activator: -0.2; TEAD-YAP block: 19

How did Cc1ccccc1Nc1nc2c(s1)CCCC2 do in these assays?
GPR151 activ: -0.9; MITF primary: 12; FBW7 activator: 0.1; TEAD-YAP block: -43

Results for CCOC(=O)c1c(NC(=O)COc2ccc(Cl)cc2Cl)sc2c1CCCCC2 ?
GPR151 activ: -0.7; MITF primary: 3; FBW7 activator: -0.1; TEAD-YAP block: 4

How did O=C(CC[C@H]1CN(Cc2ccncc2)CC[C@H]1N1CCOCC1)N1CCCCCC1 do in these assays?
GPR151 activ: -1.0; MITF primary: 16; FBW7 activator: 0.0; TEAD-YAP block: 3

Results for O=C(CNC(=O)Cn1cnc2ccccc2c1=O)NCCC1=CCCCC1 ?
GPR151 activ: 1.0; MITF primary: 10; FBW7 activator: 0.1; TEAD-YAP block: 3

How did CCOC(Cn1c(SCC(=O)Nc2cc(C)on2)nc2ccccc2c1=O)OCC do in these assays?
GPR151 activ: 1.6; MITF primary: 5; FBW7 activator: 0.0; TEAD-YAP block: 4

Results for O=C(NC1CC1)[C@@H]1C=CCN1C(=O)c1ccc(F)cc1F ?
GPR151 activ: -0.9; MITF primary: -21; FBW7 activator: 0.2; TEAD-YAP block: -7

How did O=C1CN(S(=O)(=O)c2cccc([N+](=O)[O-])c2)CC(=O)N1CCc1ccccc1 do in these assays?
GPR151 activ: -2.2; MITF primary: -1; FBW7 activator: 0.1; TEAD-YAP block: -7

How did Cn1nnnc1SCc1nc(N)nc(Nc2ccccc2)n1 do in these assays?
GPR151 activ: -2.4; MITF primary: 10; FBW7 activator: 0.3; TEAD-YAP block: -51

What do the screens show for `c1ccc2c(Nc3nc(Nc4ccc5c(c4)OCO5)c4ncn(-c5ccsc5)c4n3)nccc2c1`?
GPR151 activ: 0.7; MITF primary: 4; FBW7 activator: -0.1; TEAD-YAP block: 49*

Screens deposited in PubChem BioAssay by The Scripps Research Institute Molecular Screening Center.
